Screening results deposited in PubChem BioAssay by National Center for Advancing Translational Sciences (NCATS).
EPAC2 antagonist = qHTS for Antagonist of cAMP-regulated guanine nucleotide exchange factor 2 (EPAC2): primary screen; EPAC2 GEF exchange of Rap1B-BODIPY-GDP, fluorescence; Potency, µM (highest dose often 114 µM), for the others: top-dose activity, negative = inhibition, most hits filed as inhibitors; 0.18% of 360,000 active; further: potency means the concentration at half of the fitted maximal effect; on the % scale 0 is the no-effect control and ±100 the full control effect; nearly all actives have a fitted effect of over 45% in size; many of its hits are not listed in these tables
Target sequence (Q8WZA2 whole entry, looked up): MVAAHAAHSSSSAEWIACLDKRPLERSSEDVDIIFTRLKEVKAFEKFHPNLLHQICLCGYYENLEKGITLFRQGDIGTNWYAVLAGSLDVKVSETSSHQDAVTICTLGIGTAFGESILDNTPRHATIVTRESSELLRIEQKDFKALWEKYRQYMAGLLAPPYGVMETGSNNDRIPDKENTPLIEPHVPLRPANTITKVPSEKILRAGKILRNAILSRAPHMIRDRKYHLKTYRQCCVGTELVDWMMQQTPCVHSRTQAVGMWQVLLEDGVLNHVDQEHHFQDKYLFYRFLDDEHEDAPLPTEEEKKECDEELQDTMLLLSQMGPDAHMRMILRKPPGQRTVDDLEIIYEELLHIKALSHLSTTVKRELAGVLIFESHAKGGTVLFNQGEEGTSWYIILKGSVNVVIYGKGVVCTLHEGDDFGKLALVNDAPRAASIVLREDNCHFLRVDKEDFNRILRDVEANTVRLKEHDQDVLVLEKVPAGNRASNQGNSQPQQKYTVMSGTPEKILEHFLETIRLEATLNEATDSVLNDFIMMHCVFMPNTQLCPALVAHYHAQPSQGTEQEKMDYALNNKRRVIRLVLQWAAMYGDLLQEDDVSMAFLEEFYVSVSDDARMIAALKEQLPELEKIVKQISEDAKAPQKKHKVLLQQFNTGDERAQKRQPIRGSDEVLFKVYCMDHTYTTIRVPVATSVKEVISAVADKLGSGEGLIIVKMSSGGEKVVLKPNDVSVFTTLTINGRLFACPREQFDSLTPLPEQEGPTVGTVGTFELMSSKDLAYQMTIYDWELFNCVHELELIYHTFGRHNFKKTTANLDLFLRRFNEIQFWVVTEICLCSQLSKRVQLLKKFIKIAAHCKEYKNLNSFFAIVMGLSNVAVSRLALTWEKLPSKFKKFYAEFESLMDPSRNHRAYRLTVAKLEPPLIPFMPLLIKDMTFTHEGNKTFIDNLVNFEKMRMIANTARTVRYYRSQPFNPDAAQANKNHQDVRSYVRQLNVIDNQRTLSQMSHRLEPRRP
Mm-Cpn inhibitor = Inhibitors of TCP-1 ring complex (TRiC) of Methanococcus maripaludis (MmCpn): qHTS; 0.031% of 330,000 active; purified Mm-Cpn ATPase, ADP Transcreener TR-FRET; Chaperonin Mm-Cpn (Methanococcus maripaludis); AID 504842, 2011; Potency, µM (doses to about 76.9 µM), without a hit: at the top dose activity, negative = inhibition, actives largely listed as inhibitors; further: potency means the concentration at half of the fitted maximal effect; on the % scale 0 is the no-effect control and ±100 the full control effect; nearly all actives have a fitted effect of over 80% in size
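Reaction buffer contained 30 mM Tris pH 7.4, 100 mM KCl, 5 mM MgCl2 and 1 mM DTT. Mm-CPN (25 nM final) hydrolysed 10 uM ATP over 30 min at 37°C; ADP was read by HTRF.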
EPAC2 agonist = qHTS for Agonist of cAMP-regulated guanine nucleotide exchange factor 4 (EPAC2): primary screen | Rap guanine nucleotide exchange factor 4 (Homo sapiens), Q8WZA2 | EPAC2 activation, biochemical qHTS; response scale: 100% = 6.5 mM cAMP response | Potency, µM (series often up to 154 µM), for inactives: at the top dose activation, most hits filed as activators | 0.079% of 360,000 active | AID 720711, 2013; further: potency means the concentration at half of the fitted maximal effect; nearly all actives have a fitted effect of over 50% in size
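Compounds were titrated in qHTS against a Rap1B-BODIPY-GDP (250 nM) complex with EPAC2 (100 nM) and GDP (50 uM). BODIPY-GDP release tracked at 480/540 nm over 30 min at room temperature, normalized to 6.5 mM cAMP.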
Nrf2 activator = qHTS of Nrf2 Activators | AREc32 ARE-luciferase reporter (MCF7-derived line), luminescence, 24 h | Potency, µM (titrated, usually from 46.1 µM), inactives show top-dose activation, most hits filed as activators | 0.31% of 410,000 active | AID 624171, 2012; further: potency means the concentration at half of the fitted maximal effect; % of control where 0% means no effect; nearly all actives have a fitted effect of over 65% in size
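AREc32 cells carrying an ARE-driven firefly luciferase reporter were seeded at 1000 cells/well in OPTI-MEM with 5% FBS, then exposed to compound for 24 hr at 37 deg C. Luminescence was read with Steady-Glo after 30 min at RT.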
TGFb inhibitor = qHTS for Inhibitors of TGF-b | Potency, µM (highest dose often 46.1 µM), for the others: at the highest dose activity, negative = inhibition, usual class: inhibitors | AID 588855, 2011 | HepG2 CAGA-GFP TGF-b/SMAD3 reporter, GFP fluorescence, 18 h; TGF-beta stimulated, 500 pg/mL final | 1.2% of 410,000 active; further: potency means the concentration at half of the fitted maximal effect; on the % scale 0 is the no-effect control and ±100 the full control effect; nearly all actives have a fitted effect of over 65% in size
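TGF-beta reporter screen: HEPG2 CAGA-GFP, 1% FBS, 500 pg/mL TGF-beta final, 18 h; per-cell GFP summed per well; curves fitted and categorized by class.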
pAkt inh = HTS Assay for Inhibitors of Akt Phophorylation: Primary Screen; Neuro2A IGF-stimulated pAkt S473 HTRF, 20 min; active compounds read low; activity change, % for hits at 50 µM; 0.32% of 360,000 active; in the data active means activity change below about -80%; inconclusive means mostly about -51% to -80%; further: on the % scale 0 is the no-effect control and ±100 the full control effect
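Neuro2A cells in DMEM with 0.5% FBS, overnight at 37 deg C, given compound at single 50 µM final, then IGF (6 nM final) for 20 min at 37 deg C. Lysed; phospho-Akt Ser473 by HTRF after 24 h, 665/615 ratio.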
CCT chaperon mod = High-Throughput Screening for Modulators of Cytosolic Chaperonin Activity; purified chaperonin ATPase assay, HTRF ADP detection, 30 min; activity change, % (concentration not given with the values), hits read low; 0.3% of 360,000 active; in the data active means activity change below about -30%; further: on the % scale 0 is the no-effect control and ±100 the full control effect
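ATPase activity: ADP formed was measured by HTRF Transcreener (665/615 nm ratio) after 30 min at 37 deg C with 10 uM ATP. Compounds screened at one 76 uM concentration against 40 or 20 nM TRiC in Tris pH 7.4/KCl/MgCl2/DTT buffer.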
A549 tox = Nrf2 qHTS screen for inhibitors: counterscreen for cytotoxicity; A549 ARE-Fluc cells, CellTiter-Fluor viability, 18-24 h; Potency, µM (titrated, usually from 46 µM), for the others: at the highest dose activity change, negative = cytotoxicity, actives largely listed as inhibitors; 0.16% of 390,000 active; AID 504648, 2011; further: potency means the concentration at half of the fitted maximal effect; on the % scale 0 is the no-effect control and ±100 the full control effect
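Cytotoxicity counterscreen: CellTiter-Fluor fluorescence was measured in A549 ARE_Fluc cells after 18-24 h of compound exposure in a concentration series. The subsequent BugLite luminescent read reports ARE-luciferase activity.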
Nrf2 block = Nrf2 qHTS screen for inhibitors. A549 ARE-Fluc reporter, luciferase luminescence, 18-24 h. Potency, µM (titrated, usually from 46 µM), for inactives: at the top dose activity change, negative = inhibition, hits mostly inhibitors. 2.1% of 360,000 active; further: potency means the concentration at half of the fitted maximal effect; on the % scale 0 is the no-effect control and ±100 the full control effect; nearly all actives have a fitted effect of over 60% in size
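Two sequential reads on A549 ARE_Fluc cells exposed to compound for 18-24 h: a CellTiter-Fluor fluorescence read for viability, then a luciferase luminescence read for Nrf2/ARE activity.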
The depositor's hits bear a star. Unless noted, the call rests on the fitted dose curve; in most records, active means well fitted curve in the direction sought with a large enough effect; inconclusive means small, poorly fitted or top-dose-only effect, or another doubt; inactive means no such curve, though single readings can be large; an effect the other way counts as inactive or inconclusive. An excerpt, so the mix of outcomes need not match the whole.

Screening Cc1ccc(NC(=O)CSc2nc(-c3ccccc3Cl)nc3cc(=O)[nH]n23)c(C)c1 returned Nrf2 activator -0.7%, TGFb inhibitor -24%, A549 tox 0% and Nrf2 block inconclusive.
For Cc1ccc(S(=O)(=O)N2C[C@]3(O)C[C@@H]4C(=O)N(c5ccccc5)C(=O)[C@@H]4C[C@]3(OC(=O)Nc3c(C)noc3C)C2)cc1 the results were EPAC2 antagonist -5%, EPAC2 agonist 3%, Nrf2 activator -0.8%, TGFb inhibitor 4%, pAkt inh inactive and CCT chaperon mod 1.8.
Screening CCOc1cccc(NC(=O)C2CC(=O)N(C)C(=Nc3ccccc3)S2)c1 (centres undefined) returned EPAC2 antagonist -22%, Mm-Cpn inhibitor -8%, EPAC2 agonist 20%, Nrf2 activator 3.4%, TGFb inhibitor inconclusive, pAkt inh inactive, CCT chaperon mod -9.6, A549 tox 0% and Nrf2 block inconclusive.
O=C(c1ccccc1)c1ccsc1C(=O)c1ccccc1 was read as EPAC2 antagonist inconclusive, EPAC2 agonist 5%, Nrf2 activator 0.1%, TGFb inhibitor -13%, pAkt inh inactive and CCT chaperon mod 1.0.
`CCc1ccc(C=C2SC(=S)N(CCCC(=O)Nc3ccc(C(=O)O)cc3)C2=O)cc1` gave EPAC2 antagonist 14%, EPAC2 agonist 6%, Nrf2 activator -2.9%, TGFb inhibitor 0%, pAkt inh inactive and CCT chaperon mod -1.1.
`CCCNC(=O)c1cc2c3ccccc3n(C)c2s1` gave EPAC2 antagonist -4%, Mm-Cpn inhibitor -8%, EPAC2 agonist 8%, Nrf2 activator 7.3%, TGFb inhibitor -18%, pAkt inh inactive, CCT chaperon mod -0.5, A549 tox 3% and Nrf2 block -6%.
Screening CC1(C)CC(=O)C2=C(C1)N(Cc1ccccc1)C(=O)C2(O)C(F)(F)F (centres undefined) returned EPAC2 antagonist 6%, Mm-Cpn inhibitor -2%, EPAC2 agonist 1%, Nrf2 activator 0.4%, TGFb inhibitor 14%, pAkt inh inactive, CCT chaperon mod 1.6, A549 tox 4% and Nrf2 block 13%.
For O=C(c1cc(-c2ccccc2)on1)N1CCN(C(=O)c2ccco2)CC1 the results were EPAC2 antagonist 1%, Mm-Cpn inhibitor -1%, EPAC2 agonist 4%, Nrf2 activator 0.4%, TGFb inhibitor 4%, pAkt inh inactive, CCT chaperon mod 1.6, A549 tox -3% and Nrf2 block 24%.
Cn1c(-c2ccc3c(c2)OCO3)cnc1NCc1ccccc1Cl was read as EPAC2 antagonist 5%, Mm-Cpn inhibitor 1%, EPAC2 agonist 4%, Nrf2 activator 5.0%, TGFb inhibitor -29%, pAkt inh inactive, CCT chaperon mod -2.8, A549 tox -1% and Nrf2 block 22%.
`O=C(Nc1ccccn1)c1ccc(Cl)s1` gave EPAC2 antagonist 1%, Mm-Cpn inhibitor 1%, EPAC2 agonist 2%, Nrf2 activator inconclusive, TGFb inhibitor -4%, pAkt inh inactive, CCT chaperon mod 0.6, A549 tox -3% and Nrf2 block inconclusive.
Cc1ccc(C)c(OCCC(=O)OCC(=O)NNC(=O)c2ccccc2)c1 was read as EPAC2 antagonist 0%, Mm-Cpn inhibitor 1%, EPAC2 agonist 7%, Nrf2 activator 0.2%, TGFb inhibitor 10%, pAkt inh inactive, CCT chaperon mod -0.1, A549 tox 0% and Nrf2 block 9%.
Screening c1cc(CNC2=NCCCCC2)ccn1 returned EPAC2 antagonist 17%, Mm-Cpn inhibitor 0%, EPAC2 agonist 2%, Nrf2 activator -0.6%, TGFb inhibitor 5%, pAkt inh inactive, CCT chaperon mod 1.2, A549 tox 7% and Nrf2 block 20%.

Sorted by SMILES length (descending): some entries from above
Screening Cc1ccc(NC(=O)CSc2nc(-c3ccccc3Cl)nc3cc(=O)[nH]n23)c(C)c1 returned Nrf2 activator -0.7%, TGFb inhibitor -24%, A549 tox 0% and Nrf2 block inconclusive.
O=C(c1ccccc1)c1ccsc1C(=O)c1ccccc1 was read as EPAC2 antagonist inconclusive, EPAC2 agonist 5%, Nrf2 activator 0.1%, TGFb inhibitor -13%, pAkt inh inactive and CCT chaperon mod 1.0.
`CCCNC(=O)c1cc2c3ccccc3n(C)c2s1` gave EPAC2 antagonist -4%, Mm-Cpn inhibitor -8%, EPAC2 agonist 8%, Nrf2 activator 7.3%, TGFb inhibitor -18%, pAkt inh inactive, CCT chaperon mod -0.5, A549 tox 3% and Nrf2 block -6%.

Next section.
`O=C(COC(=O)c1cc(Br)ccc1O)Nc1cccnc1Cl` gave EPAC2 antagonist 14%, Mm-Cpn inhibitor -10%, EPAC2 agonist 0%, Nrf2 activator 3.5%, TGFb inhibitor 0%, pAkt inh inactive, CCT chaperon mod 0.2, A549 tox -11% and Nrf2 block 4%.
`CC(=O)c1ccc(OC(C)C(=O)Nc2cccc(S(=O)(=O)NCc3ccco3)c2)cc1` (centres undefined) gave EPAC2 antagonist 2%, Mm-Cpn inhibitor -9%, EPAC2 agonist 0%, Nrf2 activator 0.6%, TGFb inhibitor -19%, pAkt inh inactive, CCT chaperon mod 0.1, A549 tox 1% and Nrf2 block 2%.
`CN(Cc1cn(C)nc1-c1cccc(Cl)c1)C1CCOCC1` gave EPAC2 antagonist -12%, Mm-Cpn inhibitor -6%, EPAC2 agonist 3%, Nrf2 activator -0.7%, TGFb inhibitor 17%, pAkt inh inactive, CCT chaperon mod -3.7, A549 tox 2% and Nrf2 block 3%.
`CN1CCN(NC(=O)c2cc(S(=O)(=O)Nc3ccc(Cl)cc3)ccc2Cl)CC1` gave EPAC2 antagonist 2%, Mm-Cpn inhibitor 1%, EPAC2 agonist 5%, Nrf2 activator -0.7%, TGFb inhibitor 1%, pAkt inh inactive, CCT chaperon mod -0.2, A549 tox 3% and Nrf2 block 8%.
`CCSc1nc2c(sc3ccccc32)c(=O)n1C(C)C` gave EPAC2 antagonist -1%, Mm-Cpn inhibitor inconclusive, EPAC2 agonist 9%, Nrf2 activator 2.4%, TGFb inhibitor -26%, pAkt inh inactive, CCT chaperon mod -1.1, A549 tox 3% and Nrf2 block 11%.
O=C(NCc1ccccc1Cl)c1csc(COCCO)n1 was read as EPAC2 antagonist -2%, EPAC2 agonist 7%, Nrf2 activator -0.7%, TGFb inhibitor 7%, pAkt inh inactive and CCT chaperon mod -1.9.
`O=C(CNC(=S)NC(=O)c1ccccc1)c1ccccc1` gave EPAC2 antagonist -3%, Mm-Cpn inhibitor 1%, EPAC2 agonist 16%, Nrf2 activator 12%, TGFb inhibitor -8%, pAkt inh inactive, CCT chaperon mod 1.8, A549 tox 12% and Nrf2 block 8%.
Screening Cc1c(Cl)cccc1NC(=O)CN(CCc1ccccc1)S(=O)(=O)c1ccccc1 returned Nrf2 activator 0.3%, TGFb inhibitor 0%, A549 tox -10% and Nrf2 block inconclusive.
`O=C(Nc1ccc(Oc2ccccc2)cc1)c1csc(COCCO)n1` gave EPAC2 antagonist 1%, EPAC2 agonist 6%, Nrf2 activator 5.9%, TGFb inhibitor -49%, pAkt inh inactive and CCT chaperon mod -11.
Screening COc1ccc(C(=O)Nc2ccc(C(=O)NCCc3ccc(OC)c(OC)c3)cc2)cc1 returned EPAC2 antagonist 5%, Mm-Cpn inhibitor 1%, EPAC2 agonist 7%, Nrf2 activator 0.3%, TGFb inhibitor 0%, pAkt inh inactive, CCT chaperon mod -0.1, A549 tox 1% and Nrf2 block -10%.
Screening CCOc1ccccc1N1C(=O)c2ccc(C(=O)O)cc2C1=O returned EPAC2 antagonist 0%, Mm-Cpn inhibitor -2%, EPAC2 agonist 5%, Nrf2 activator 0.0%, TGFb inhibitor -15%, pAkt inh inactive, CCT chaperon mod -1.2, A549 tox -3% and Nrf2 block 9%.
COc1cccc(S(=O)(=O)Nc2cccc(C(=O)N3CCOCC3)c2)c1 was read as EPAC2 antagonist 8%, Mm-Cpn inhibitor -2%, EPAC2 agonist -2%, Nrf2 activator -0.8%, TGFb inhibitor 5%, pAkt inh inactive, CCT chaperon mod -0.3, A549 tox 0% and Nrf2 block inconclusive.
NC(=O)C1CCCN(C(=O)c2ccc(Cl)c(S(=O)(=O)N3CCc4ccccc43)c2)C1 (centres undefined) was read as EPAC2 antagonist 5%, Mm-Cpn inhibitor inconclusive, EPAC2 agonist 4%, Nrf2 activator 0.7%, TGFb inhibitor -2%, pAkt inh inactive, CCT chaperon mod -0.9, A549 tox -16% and Nrf2 block inconclusive.
CC(=O)Nc1cccc(NC(=O)Nc2cccc3ccccc23)c1 was read as EPAC2 antagonist 0%, Mm-Cpn inhibitor -4%, EPAC2 agonist -2%, Nrf2 activator 0.1%, TGFb inhibitor -4%, pAkt inh inactive, CCT chaperon mod 0.3, A549 tox 9% and Nrf2 block -10%.
Screening Cc1ccn2c(=O)nc(SCC(=O)NC3CCCC3)nc2c1 returned EPAC2 antagonist -1%, Mm-Cpn inhibitor 1%, EPAC2 agonist -2%, Nrf2 activator -0.8%, TGFb inhibitor 17%, pAkt inh inactive, CCT chaperon mod -1.0, A549 tox 1% and Nrf2 block -7%.
